Screening data: PubChem, several laboratories
NFkB transloc pot – enhances IL-1B driven NFkB nuclear translocation; HUVEC IL-1B NFkB p65 nuclear translocation imaging; 94,000 tested, 0.3% active; activation, % at 2 µM;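 active = activation above 40%, about the mean plus 3 SD, also judged a hit on visual image review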;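 also: percent activation is computed from the nuclear over cytoplasmic p65 intensity ratio; values of inactives mirror those of a sister screen read the other way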
MRP reversal – reverses drug resistance mediated by MRP; differential viability (reversal), % at 10 µM; H69AR cells + 2 uM doxorubicin, CellTiter-Glo, 72 h; 85,000 tested, 0.04% active; AID 602;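 active = viability drop by adding the cancer drug above about 55%, with treated viability meeting a 40% cutoff, limit read from the data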;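 also: viability without doxorubicin minus viability with 2 µM doxorubicin for each compound; larger differential means the compound sensitizes cells more to doxorubicin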
IL1B NFkB inh – blocks IL-1B driven NFkB nuclear translocation in HUVEC cells | HUVEC IL-1B NFkB p65 nuclear translocation imaging | inhibition, % at 2 µM | 94,000 tested, 0.43% active | AID 796;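 active = inhibition above about 30% together with a positive call from visual inspection of the well image, limit read from the data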;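 also: nuclear over cytoplasmic p65 intensity ratio measured by imaging; 0% = IL-1B stimulated DMSO wells and 100% = unstimulated DMSO wells; values of inactives mirror those of a sister screen read the other way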
PLAP inhibition – inhibition of human placental alkaline phosphatase – biochemical, luminescence, HTS (AID 690). purified PLAP, luminescent substrate; higher % means a stronger effect. inhibition, % at 20 µM, or IC50 in µM where a hit was titrated. 96,000 tested, 0.08% active; in the data active = a potency from the dose series; inactive = the rest, 99 in 100 with inhibition below about 30%; also: strong numbers were not always called active
Bcl-B TR3 displacers – displacers of TR3 peptide from Bcl-B, primary screen, selectivity assay for Bfl-1 inhibitor project, biochemical, fluorescence polarization; displacement, % at 20 µM, or IC50 in µM where a hit was titrated; 96,000 tested, 0.11% active; AID 748; FP displacement of FITC-TR3 peptide from Bcl-B; higher % means a stronger effect;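 active = displacement above 50% at 20 µM plus a fluorescence interference ratio under 1.5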;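 also: plate controls were wells without compound for no effect and wells lacking Bcl-B protein for full effect; a part of the inactive calls stands beside numbers as strong as those of hits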
MRP reversal cytotoxicity – second read-out of MRP reversal, no call of its own (marks repeat the call); viability, %; H69AR cells, CellTiter-Glo, 72 h; measured here: cytotoxicity without doxorubicin
MRP reversal with doxorubicin – further read-out of MRP reversal, marked with its call; viability, %; measured here: viability with 2 uM doxorubicin; hits give low values
IL1B NFkB inh cell count 2 µM – also measured in IL1B NFkB inh; calls as there; cell count; measured here: cells passing quality filter;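 raw number of nuclei counted in each imaged well without normalization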
NFkB transloc pot cell count 2 µM – second read-out of NFkB transloc pot, no call of its own (marks repeat the call); cell count; measured here: cells passing quality filter
* = called active by the depositor; . = no result given. Some of the compounds tested; count on the stated rates, not on these rows.

SMILES	NFkB transloc pot	NFkB transloc pot cell count 2 µM	MRP reversal	MRP reversal cytotoxicity	MRP reversal with doxorubicin	IL1B NFkB inh	IL1B NFkB inh cell count 2 µM	PLAP inhibition	Bcl-B TR3 displacers
COC(=O)CCC(=O)Nc1ccc(NC(=O)CCC(=O)OC)cc1	8	100	.	.	.	-8	100	-23%	1%
CC(C)(C)OC(=O)N1CCC(C(N)=O)CC1	.	.	-3	96	99	.	.	9%	0%
O=C(NCCC1=CCCCC1)C1CCCN(S(=O)(=O)c2cccnc2)C1 (stereo unspecified)	0	198	21	92	71	0	198	-52%	-11%
CCOc1ccc(CN(CCO)CCO)cc1C(=O)OC	9	205	-13	82	96	-9	205	12%	-12%
O=C(CSc1oc(-c2ccco2)nc1S(=O)(=O)c1ccccc1)NCC1CCCO1 (stereo unspecified)	8	110	.	.	.	-8	110	.	.
Cc1ccc(S(=O)(=O)NCC(=O)Nc2ccc(C(F)(F)F)cc2)cc1	28	153	16	101	85	-28	153	3%	-5%
O=C(NCc1ccc2c(c1)OCO2)C1CCCN1C(=O)Nc1ccc(F)cc1 (stereo unspecified)	1	159	-2	90	91	-1	159	13%	3%
O=C1CCc2nc3sc4c(c3c(=O)n2N1)CCCC4	5	84	0	77	78	-5	84	.	.
COC(=O)c1c(NC(=O)c2ccoc2C)sc2c1CCC2	3	100	7	73	67	-3	100	0%	-2%
Cc1ccc(-c2nn(CC(=O)NC(C)c3ccccc3)c(=O)c3ccccc23)cc1 (stereo unspecified)	-9	160	-15	78	93	9	160	-5%	6%
COCCNC(=O)C1CC(c2ccc([N+](=O)[O-])cc2)=NO1 (stereo unspecified)	7	130	.	.	.	-7	130	-1%	2%
CCN(CC)C(=O)C1CCCN(Cc2ccc(N(C)C)cc2)C1 (stereo unspecified)	.	.	1	95	94	.	.	-18%	5%
COc1ccc(-c2n[nH]c(=S)n2C2CCCCC2)cc1	-2	190	9	89	80	2	190	-97%	2%
COc1cccc(-c2nn(C)c3sc(C(=O)NCc4ccc(C)cc4)cc23)c1	-6	163	10	92	82	6	163	-79%	12%
CCC(C)[C@@H](C(=O)Nc1ccc(OC)c(OC)c1)N1Cc2ccccc2C1=O (stereo partly specified)	-1	173	10	95	84	1	173	-46%	4%
CCS(=O)(=O)Nc1cc(-c2nc3cccnc3s2)ccc1C	-12	156	-21	52	72	12	156	-41%	0%
O=C(NCCCNCc1ccccc1)c1ccccn1	.	.	.	.	.	.	.	8%	14%
COc1ccc2[nH]c(C)c(CCN(Cc3cccs3)C(=S)Nc3cccc(F)c3)c2c1	-6	202	-17	44	61	6	202	-23%	13%
COc1ccc(C(=O)NCc2ccccn2)cc1	0	162	12	93	81	0	162	.	.
Cc1ccc(Cl)cc1NC(=O)c1cccc(OC(F)F)c1	7	144	.	.	.	-7	144	26%	-1%
COCCn1nnnc1C(c1ccccc1OC)N1CCN(c2ccccc2)CC1 (stereo unspecified)	5	115	16	95	80	-5	115	-33%	-3%
CCCN1Cc2cccc(C(=O)N3CCN(c4cc(Cl)ccc4C)CC3)c2C1=O	-6	153	1	65	65	6	153	-60%	7%
Cc1noc(C)c1S(=O)(=O)NCC(=O)O	-4	171	-1	93	93	4	171	-2%	-1%
O=C(COc1ccc(Cl)cc1Cl)NCc1ccncc1	-4	162	-55	27	82	4	162	-50%	-13%
N#CCSc1nc2c(cc1C#N)CCCC2	-3	76	5	85	80	3	76	2%	3%
COc1ccc2c(c1)C1(Nc3ccccc3-c3nc4ccccc4n31)C(=O)N2 (stereo unspecified)	-16	30	0	85	85	16	30	-14%	-4%
O=C(CCNS(=O)(=O)c1cccs1)NCc1cccs1	12	140	8	100	91	-12	140	-4%	-6%
CCn1c(SC/C=C/c2ccccc2)nnc1-c1cnccn1	-5	192	3	101	98	5	192	-20%	4%
Cc1nc2sc3c(c2c(=N)n1N)CC(C)(C)OC3	4	163	.	.	.	-14	115	-3%	-1%
Cc1ccc(-n2nnnc2SCC(=O)N2c3ccccc3NC(=O)C2(C)C)cc1	15	87	6	80	73	-15	87	8%	3%

Molecules from the list above that contain a halogen:
SMILES	NFkB transloc pot	NFkB transloc pot cell count 2 µM	MRP reversal	MRP reversal cytotoxicity	MRP reversal with doxorubicin	IL1B NFkB inh	IL1B NFkB inh cell count 2 µM	PLAP inhibition	Bcl-B TR3 displacers
Cc1ccc(S(=O)(=O)NCC(=O)Nc2ccc(C(F)(F)F)cc2)cc1	28	153	16	101	85	-28	153	3%	-5%
O=C(NCc1ccc2c(c1)OCO2)C1CCCN1C(=O)Nc1ccc(F)cc1 (stereo unspecified)	1	159	-2	90	91	-1	159	13%	3%
COc1ccc2[nH]c(C)c(CCN(Cc3cccs3)C(=S)Nc3cccc(F)c3)c2c1	-6	202	-17	44	61	6	202	-23%	13%
Cc1ccc(Cl)cc1NC(=O)c1cccc(OC(F)F)c1	7	144	.	.	.	-7	144	26%	-1%
CCCN1Cc2cccc(C(=O)N3CCN(c4cc(Cl)ccc4C)CC3)c2C1=O	-6	153	1	65	65	6	153	-60%	7%
O=C(COc1ccc(Cl)cc1Cl)NCc1ccncc1	-4	162	-55	27	82	4	162	-50%	-13%

Continued.
SMILES	NFkB transloc pot	NFkB transloc pot cell count 2 µM	MRP reversal	MRP reversal cytotoxicity	MRP reversal with doxorubicin	IL1B NFkB inh	IL1B NFkB inh cell count 2 µM	PLAP inhibition	Bcl-B TR3 displacers
Cc1ccc(-c2csc3ncn(CC(=O)N4CCOCC4)c(=O)c23)cc1C	11	62	2	86	84	-11	62	-36%	2%
C=CCn1c(C)cc(C(=O)COc2ncnc3sccc23)c1C	-6	81	2	85	83	6	81	-5%	-19%
Cc1oc2c(O)c(O)ccc2c(=O)c1-c1cnn(-c2ccccc2)c1	-6	144	.	.	.	6	144	-29%	12%
O=C(CCN1C(=O)c2ccccc2S1(=O)=O)N1CCN(c2ccccc2)CC1	-16	140	8	90	82	16	140	8%	5%
CC1=C(C(=O)OC(C)C)C(c2c(O)ccc3ccccc23)NC(=O)N1 (stereo unspecified)	18	171	21	98	77	-18	171	4%	8%
CCOC(=O)N1CCC(NC(=O)c2ccc3c(c2)sc2nc(-c4ccc(OC)cc4)cn23)CC1	-5	127	.	.	.	5	127	-3%	-2%
CCc1ccc2c(c1)CCCN2C(=O)c1ccccc1C(=O)O	-7	129	-5	98	103	7	129	14%	18%
CCCCC(=O)NCCNc1nc2c(c(=O)n(C)c(=O)n2C)n1Cc1ccc(F)cc1	2	171	-14	71	85	-2	171	-29%	-5%
CCOC(=O)c1oc2ccccc2c1NC(=O)c1cc(OC)cc(OC)c1	-7	119	-4	70	74	7	119	-12%	8%
Cc1noc(C)c1C(=O)NC1CCCc2ccccc21 (stereo unspecified)	8	165	0	91	90	-8	165	18%	-11%
C=CCOC(=O)CC(NC(=O)c1ccccc1)c1ccccc1 (stereo unspecified)	2	173	-18	80	98	-2	173	5%	1%
O=S(=O)(c1cccc(-c2nc3n(n2)Cc2ccccc2-3)c1)N1CCCC1	.	.	-2	83	85	.	.	3%	14%
N#CC1=C(N)NC(SCC(=O)O)=C(C#N)C12CCCC2	20	74	-9	88	97	-20	74	-19%	-12%
O=C(Nc1ccc(-c2csc(-c3ccccc3)n2)cc1)c1ccccc1	1	185	.	.	.	-1	185	19%	4%
COc1ccc(-c2nc(NC(=O)c3cc(C(C)(C)C)nn3C)sc2C)cc1	-9	81	0	60	60	9	81	-66%	1%
COC(=O)c1ccc(C(=O)OC)c(NC(=O)CSCc2ccc(Cl)cc2)c1	-5	174	.	.	.	5	174	4%	-10%
N#Cc1nc(COc2ccc(Cl)cc2Cl)oc1N1CCOCC1	-3	96	27	91	64	3	96	-7%	28%
COCCN1C(=O)c2oc3ccccc3c(=O)c2C1c1ccc(O)c(OC)c1 (stereo unspecified)	.	.	9	99	90	.	.	6%	3%
COC(=O)Cc1cc(=O)n2[nH]c(SC)nc2n1	8	152	11	105	94	-8	152	12%	-4%
O=C(NCc1cccnc1)c1cc(-c2ccccc2)on1	18	165	23	91	68	-18	165	-22%	-6%
NC(=O)C1CCN(C(=O)CSc2nc3ccccc3s2)CC1	-8	133	3	90	87	8	133	16%	-10%
CC(C)OCCCNC(=O)C1CCC(=O)N1C1CCCC1 (stereo unspecified)	16	159	-1	89	90	-16	159	7%	9%
COc1cc(-c2nn3c(Cc4ccccc4)nnc3s2)cc(OC)c1OC	16	128	-5	71	77	-16	128	-15%	-5%
Cc1ccccc1NS(=O)(=O)c1ccc(F)cc1	-4	143	0	98	99	4	143	24%	-8%
COc1ccc(Nc2nc(N)nc(SCc3nnc(C)s3)n2)cc1	1	130	13	98	85	-1	130	24%	-3%
COc1cccc(NC(=O)C(NCCC(C)C)c2ccccc2)c1 (stereo unspecified)	7	154	.	.	.	-7	154	23%	-14%
C[n+]1c2n(c3ccccc31)N=C(c1ccc(Br)cc1)CS2	6	139	.	.	.	-6	139	-4%	11%
Cn1c(CNc2ccccn2)c(C#N)c2ccccc21	0	88	0	88	88	0	88	23%	-6%
Cn1c(SCC(=O)Nc2ccc(F)cc2)nnc1-c1cccnc1	2	73	11	102	90	-2	73	13%	-8%
O=c1c(Cl)c(N2CCN(S(=O)(=O)c3ccc(F)cc3)CC2)cnn1-c1cccc(Cl)c1	14	154	.	.	.	-14	154	-30%	-6%
Cc1ccccc1C(=O)Nc1ccccc1C(=O)N/N=C\c1ccco1	0	94	.	.	.	0	94	-61%	-7%
Cc1ccc(CNc2cc(-c3nn4c(C)nnc4s3)ccc2C)s1	12	118	41	59	17	-12	118	17%	-21%
O=C(NCc1ccco1)C(c1cccnc1)N(C(=O)Cn1nnc2ccccc21)c1ccccc1 (stereo unspecified)	22	196	6	95	90	-22	196	-14%	0%
COc1cc(C2C3=C(Nc4ncnn42)c2ccccc2CC3)cc(OC)c1OC (stereo unspecified)	-26	64	-36	29	66	26	64	-13%	-4%
Oc1c(Cl)cc(Cl)cc1/C=N/c1nccs1	2	201	-10	81	91	-2	201	-24%	10%
CC(=O)N1N=C(c2cccc(Cl)c2)OC1c1ccc(C(C)C)cc1 (stereo unspecified)	-4	134	23	89	66	4	134	-40%	-28%
Cc1cc2ncn(S(=O)(=O)N3CCCCC3)c2cc1C	18	148	22	116	94	-18	148	-16%	-2%
O=C(Oc1ccc([N+](=O)[O-])cc1)c1ccc2ccccc2n1	-2	117	.	.	.	2	117	-4%	0%
O=C(CCC(=O)N1CCc2ccccc21)Nc1ccccc1	6	190	-6	104	110	-6	190	-21%	8%
Cc1ccc(C(C)C)c(OCC(=O)c2c(O)c3ccccc3oc2=O)c1	-11	105	.	.	.	10	105	.	.
COc1cc(NC(=O)c2ccc(Br)o2)ccc1NC(=O)c1ccccc1Cl	-4	109	6	70	64	4	109	-38%	9%
Cc1occc1C(=O)OCC(=O)Nc1ccc(F)cc1	8	146	-1	93	94	-8	146	10%	-4%
CCN1C(=O)C(NC(C)=O)c2cc(Br)ccc21 (stereo unspecified)	5	108	.	.	.	-4	108	-33%	-5%
Cc1nn(CC(=O)NC(C)c2ccccc2)c(=O)c2ccccc12 (stereo unspecified)	.	.	-3	93	95	.	.	11%	-1%
CCOC(=O)C1=C(C)NC(=S)NC1c1ccc(-c2cccc(Cl)c2C)o1 (stereo unspecified)	-2	139	.	.	.	2	139	12%	-5%
CCN1CCN(S(=O)(=O)c2cccc([N+](=O)[O-])c2)CC1	4	89	.	.	.	-4	89	14%	-4%
CCOC(=O)C1CCCN(c2c(NCC3CCCN3CC)c(=O)c2=O)C1 (stereo unspecified)	-24	144	4	104	100	24	144	19%	11%
CCOC(=O)c1c(-c2cccs2)csc1NC(C)=O	20	112	15	87	73	-20	112	.	.
CCN1C(=S)SC(=O)C1=C1C=C(C)N(CCO)C(C)=C1	.	.	-3	91	94	.	.	31%	-231%
CCOC(=O)N1CCC(NC(=O)c2ccc3c(=O)n4c(nc3c2)CCCC4)CC1	2	193	-19	82	101	-2	193	-19%	-5%
COc1ccc(C2CC(=O)C=C(NC3CCCC3)C2)cc1 (stereo unspecified)	-7	104	5	81	75	7	104	.	.
